# KDM5B inh = blocks human KDM5B histone demethylase activity; Potency, µM (doses to about 57.7 µM), for the others: at the highest dose activity change, negative = inhibition, hits mostly inhibitors; Q9UGL1; 2.6% of 220,000 active; KDM5B demethylase, FDH-coupled NADH fluorescence (FDH is formaldehyde dehydrogenase); active = well fitted inhibition curve with a large enough effect; inconclusive = small, poorly fitted or top-dose-only effect; inactive = no such curve, though single readings can be large or run the other way; note: 0% is about no effect; nearly all actives have a fitted effect of over 70% in size
# Target sequence (Q9UGL1 whole entry, looked up): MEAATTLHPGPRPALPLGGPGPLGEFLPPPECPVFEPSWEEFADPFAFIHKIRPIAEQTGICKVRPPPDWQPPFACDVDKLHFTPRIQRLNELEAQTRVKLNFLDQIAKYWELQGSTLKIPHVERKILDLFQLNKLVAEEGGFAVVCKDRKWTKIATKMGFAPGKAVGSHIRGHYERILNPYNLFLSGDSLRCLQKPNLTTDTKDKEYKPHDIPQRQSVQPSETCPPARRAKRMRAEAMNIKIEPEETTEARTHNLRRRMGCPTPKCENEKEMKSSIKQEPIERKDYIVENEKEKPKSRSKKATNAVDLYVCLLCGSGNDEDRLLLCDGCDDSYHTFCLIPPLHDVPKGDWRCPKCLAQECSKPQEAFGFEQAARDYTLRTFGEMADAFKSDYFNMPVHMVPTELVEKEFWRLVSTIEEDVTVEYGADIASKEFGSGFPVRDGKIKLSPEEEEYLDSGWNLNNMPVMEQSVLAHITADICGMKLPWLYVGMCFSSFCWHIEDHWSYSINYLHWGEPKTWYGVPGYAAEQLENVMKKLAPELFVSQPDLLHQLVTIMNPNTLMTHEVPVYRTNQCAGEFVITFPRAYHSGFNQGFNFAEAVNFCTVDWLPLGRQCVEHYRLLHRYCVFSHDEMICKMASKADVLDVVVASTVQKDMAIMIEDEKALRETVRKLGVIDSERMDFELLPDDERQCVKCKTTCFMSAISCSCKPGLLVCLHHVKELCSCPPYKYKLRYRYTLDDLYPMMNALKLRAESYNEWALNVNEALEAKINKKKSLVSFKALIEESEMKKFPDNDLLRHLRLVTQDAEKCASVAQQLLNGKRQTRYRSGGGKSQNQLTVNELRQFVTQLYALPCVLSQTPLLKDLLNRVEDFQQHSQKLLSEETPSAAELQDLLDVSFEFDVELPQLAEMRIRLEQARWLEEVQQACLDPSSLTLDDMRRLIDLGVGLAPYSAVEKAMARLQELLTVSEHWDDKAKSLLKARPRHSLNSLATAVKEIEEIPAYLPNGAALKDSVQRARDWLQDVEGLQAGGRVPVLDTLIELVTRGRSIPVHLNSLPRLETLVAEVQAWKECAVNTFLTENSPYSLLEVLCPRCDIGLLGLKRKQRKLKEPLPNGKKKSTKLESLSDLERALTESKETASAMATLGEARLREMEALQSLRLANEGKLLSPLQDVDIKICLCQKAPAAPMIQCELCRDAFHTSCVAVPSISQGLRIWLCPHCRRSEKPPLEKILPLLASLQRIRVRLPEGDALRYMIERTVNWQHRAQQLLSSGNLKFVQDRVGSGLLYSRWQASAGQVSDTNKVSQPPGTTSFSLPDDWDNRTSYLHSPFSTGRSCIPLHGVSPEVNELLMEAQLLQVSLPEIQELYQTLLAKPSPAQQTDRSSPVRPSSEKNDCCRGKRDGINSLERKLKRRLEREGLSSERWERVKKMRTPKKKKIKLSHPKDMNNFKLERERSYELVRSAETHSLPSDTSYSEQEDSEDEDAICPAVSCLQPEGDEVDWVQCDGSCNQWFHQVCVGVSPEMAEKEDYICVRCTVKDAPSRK
#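 Compound dilutions met 200 nM (final) KDM5BΔAP for 10 min at room temperature before substrate addition. The substrate mix held 12.5 µM H3K4me3 with cofactors 25 µM α-ketoglutarate and 50 µM Fe²⁺. NADH signal gain over 30 min defined activity.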
# Starred values were filed as active, the others as inactive; i = inactive; ? = inconclusive; [ ] = another dose, or the depositor's remark. Potency is the fitted concentration of half-maximal effect. Not all compounds are listed. The share of hits here may be higher or lower than overall.
mol | KDM5B inh
Cc1cc(C)c(NC(=O)CSc2nccn2Cc2ccco2)c(C)c1 | -22%
CCOC(=O)Cn1c(=O)oc2cc(S(=O)(=O)NCc3ccc(F)cc3)ccc21 | 11%
COc1ccc(CC(=O)N2CCc3cc(OC)c(OC)cc3C2COc2ccc(F)cc2)cc1 (stereo not drawn) | -27%
Cc1cc(C)c2c(CN3CCN(Cc4ccccc4)CC3)cc(=O)oc2c1C | 1%
COc1ccc(CCNC(=O)COC(=O)c2cc3ccccc3oc2=O)cc1OC | -31%
CCCNC(=O)N1CCCC(c2nc(-c3cccnc3)no2)CCNC(=O)CC1 (stereo not drawn) | 26%
O=C(c1ccc(Cl)s1)N1CCC2(CC1)CN(c1ccncn1)CC2CO (stereo not drawn) | 18%
CCN(CC(=O)NC(C)C)C(=O)c1ccc(SC(C)C)cc1 | -6%
O=C(c1cn[nH]c1)N1CC2(CN(Cc3cccc(OC(F)(F)F)c3)CC2COc2ccccc2)C1 (stereo not drawn) | -17%
Cc1ccc(-c2cc(N3CCCN(C(=O)c4cccs4)CC3)n[nH]2)cc1C | -5%
O=C(CC1NCCN(Cc2ccccc2)C1=O)Nc1ccccc1 (stereo not drawn) | 11%
O=C(c1ccccc1)N1CCCC(c2nn[nH]n2)C1 (stereo not drawn) | -9%
CC(C)(C)OC(=O)N1CC(Nc2cccc(Oc3ccccc3)c2)C1 | ?
CCc1cccc(C)c1NC(=O)CSc1nnc(-c2cc3cccc(OC)c3o2)n1N | 1%
NC(N)=NCc1ccc(CN2CCCC2)cc1 | -11%
COC[C@H]1C[C@@H](NC(=O)CC(C)(C)C)[C@H](O)[C@@H]1O | 11%[115 µM]
COc1ccc(S(N)(=O)=O)cc1C(=O)NCc1cccnc1-n1ccnc1 | ?
O=C(NCc1ccc(F)cc1)[C@H]1CN(Cc2ccccc2)C[C@H]1C(=O)O | -22%
NC(=O)c1cccc(C(=O)N2CCC(c3nc4ccccc4o3)CC2)c1 | -18%
CC1=NS(=O)(=O)N(C)C=C1C(=O)OCc1nc(-c2cccc(C)c2)no1 | -25%
C=CCSc1nc(-c2ccccc2)cc(C(F)(F)F)c1C#N | -6%
Cc1cnc(C(=O)N2CCC(Oc3cccnc3)C2)cn1 (stereo not drawn) | 9%
CCNC(=O)NC1(Cc2cc(-c3ccc(OC)cc3)on2)COC1 | -20%[86.2 µM]
COc1ccc(N2CCN(C(=O)CCn3ccn4nc5c(c4c3=O)CCCC5)CC2)cc1 | -17%
N#Cc1cccc(-c2ccnc(N[C@H]3CO[C@H]4[C@@H]3OC[C@H]4OC(=O)NC3CCCCC3)n2)c1 | ?
OCCC1CN(c2cc(C(F)(F)F)ccn2)CCN1CC1CCCCC1 (stereo not drawn) | 22µM*
Cc1cccc(-n2nc(C)c(CCC(=O)NC3CC3)c2Oc2ccccc2)c1 | -8%
O=C(c1ccco1)N1CCC(Nc2cccnc2)C1 (stereo not drawn) | ?
CCc1nnc(SCC(=O)Nc2ccccc2OC)n1-n1cccc1 | -4%
COc1cc(C(=O)N2CCCN(c3cc(-c4ccc(F)cc4)[nH]n3)CC2)cc(OC)c1OC | -18%
Cc1ccc(NC(=O)CN(C)C(=O)C(C)N(C)Cc2ccccc2F)cc1 (stereo not drawn) | 12%
c1ccc(CCc2nc3nccc(-c4ccccn4)n3n2)cc1 | ?
CC(C)(Oc1nn(Cc2cccc(Cl)c2)c2ccccc12)C(=O)NCCN1CCOCC1 | -35%
CC1=C(C(=O)Nc2ccccc2)C(c2ccc(C(C)(C)C)cc2)NC(=S)N1 (stereo not drawn) | ?
O=C(CCc1c[nH]c2ccccc12)NCC12CCCC=C1N(CC1CC1)C(=O)CC2 (stereo not drawn) | -8%
CCc1ccc(OC(=O)c2ccc(OC)c(I)c2)c(Br)c1 | -4%
O=C(/C=C/Nc1ccc(Cl)c(C(F)(F)F)c1)c1ccccc1 | -35%
CCOC(=O)c1c(C)oc2ccc(N(C(=O)c3ccncc3)S(=O)(=O)c3ccc(F)cc3C)cc12 | 0%
CCCCN(CC)c1ccc(NS(=O)(=O)c2ccc3c(c2)CCCC3)cc1C(=O)O | -22%
CCN(CC)Cc1cnc2c(C(=O)N[C@H](C(N)=O)C(C)C)cnn2c1 | ?

# Shown with the structure last: part of the list above
KDM5B inh | SMILES
-35% | O=C(/C=C/Nc1ccc(Cl)c(C(F)(F)F)c1)c1ccccc1
-35% | CC(C)(Oc1nn(Cc2cccc(Cl)c2)c2ccccc12)C(=O)NCCN1CCOCC1
? | CCN(CC)Cc1cnc2c(C(=O)N[C@H](C(N)=O)C(C)C)cnn2c1
9% | Cc1cnc(C(=O)N2CCC(Oc3cccnc3)C2)cn1 (stereo not drawn)
? | CC1=C(C(=O)Nc2ccccc2)C(c2ccc(C(C)(C)C)cc2)NC(=S)N1 (stereo not drawn)
-8% | O=C(CCc1c[nH]c2ccccc12)NCC12CCCC=C1N(CC1CC1)C(=O)CC2 (stereo not drawn)

# The list continues:
mol | KDM5B inh
COc1ccc(C2=NOC3(CCN([S+](=O)([O-])c4ccccc4)C3)C2)cc1 (stereo not drawn) | ?
COc1ccc(CNC(=O)c2cnc3c(c2)N(C(=O)CCc2ccccc2)CCC3)cc1OC | 7%
O=C(c1ccoc1)N1CCC(CCOc2ccc(F)cc2)C1 (stereo not drawn) | -21%
COc1ccc(NC(=O)c2oc3ccccc3c2NC(=O)c2nn(-c3cccc(C)c3)ccc2=O)cc1 | 13%
CCCc1c(C(=O)OCC)cnc2nc(-c3cccnc3)nn12 | 12%
O=C(Cn1nc2c(cc1=O)CCCC2)NC1CCN(Cc2ccccc2)CC1 | -17%
N#Cc1ccccc1COC(=O)COc1ccc(C2SCCCS2)cc1 | 14%
COCCNS(=O)(=O)c1ccc2c(c1)CN(C(=O)Cn1cncn1)CC2 | 14%
Cc1cc(C)c2oc(=O)cc(CN3CCN(CCO)CC3)c2c1 | -20%
OC[C@@H]1O[C@H](CNC2CCOCC2)[C@H](N2CCc3ccccc3C2)[C@@H]1O | -8%
O=C(O)c1ccc(COc2ccc(Cl)cc2)s1 | 14%
COc1ccc(-c2nc(-c3ccc(F)cc3)cs2)cc1 | -15%
CC1=C[C@@H](CNC(=O)CC(C)(C)CC(=O)O)[C@H](C(C)C)C[C@H]1Cc1nc2c(C)cccc2[nH]1 | -25%
Cc1noc(C)c1-c1cc2c(c(-c3cccc(CO)c3)c1)C(=O)N(C)C2=O | -17%[86.2 µM]
O=C(CC1CCN(S(=O)(=O)c2ccc3c(c2)OCCO3)C1)NCc1ccccc1 (stereo not drawn) | 18%
CCCC(=O)C1=C(NC(C)C(=O)O)CCCC1=O (stereo not drawn) | -13%
CCOC(=O)c1ccc(N2C(=O)c3n[nH]c(C)c3C2c2ccc(C(=O)OC)cc2)cc1 (stereo not drawn) | 2%
O=C(CSc1nc2cc(C(F)(F)F)ccc2n1Cc1ccccc1)c1ccc(Br)s1 | 8%
CCCS(=O)(=O)NCc1cccc(COC(C)(C)C)c1 | 4%
COc1ccccc1-c1ocnc1C(=O)N1CCN(S(=O)(=O)c2ccc(NC(C)=O)cc2)CC1 | 20%
O=S(=O)(Cc1ccccc1)Cc1cc(Cl)c2c(c1)OCO2 | 4%
COc1ccc(Cl)cc1-n1c(CCC(=O)O)ccc1-c1ccc(C)cc1 | ?
COc1ccc(C(=O)NC2CCN(c3cn[nH]c(=O)c3)CC2)c(OC)c1 | -9%
CC1=C(C(=O)Nc2ccc(C)cc2)C(c2ccccc2Cl)n2nnnc2N1 (stereo not drawn) | -15%
CC(=O)c1ccc(NC(=O)c2ccccc2-c2ccccc2)cc1 | -8%
O=C(Nc1ccccc1)N1CCCC(Cn2c(C3CC3)nc3cccnc32)C1 (stereo not drawn) | 0%
O=C(CN1C(=O)COc2ccc(C(=O)COc3ccc(Cl)cc3F)cc21)NC1CCCCC1 | 11%
CCOc1ccc(/C=C(\C#N)c2nc3ccccc3[nH]2)c(OCC)c1 | ?
CCN(CC)C(=O)c1ccc2c(c1)N(Cc1ccc(C(F)(F)F)cc1)C(=O)c1ccccc1S2 | ?
CCCCN1C(=O)C2(CC(=O)Nc3[nH]ncc32)c2ccccc21 (stereo not drawn) | 3%
COc1nc2nc(CC3CC3)n(C)c2cc1-c1ccc(CO)cc1 | 35µM*
O=C(O)CCCC(=O)N1N=C(c2ccccc2)CC1c1ccc2c(c1)OCO2 (stereo not drawn) | 10%
O=C(c1ccccc1F)N1CCCC(c2nn(-c3ccc(F)cc3)c(=O)[nH]2)C1 (stereo not drawn) | 20%
Fc1ccc(OC2CN(Cc3ccccc3)C2)c(F)c1 | -4%[149 µM]
Cc1ccc(S(=O)(=O)NN2C(=O)/C(=C/c3ccc(C(=O)O)cc3)SC2=S)cc1 | -2%
Cc1cccc(-c2ccccc2C(=O)O)c1 | 16%
COc1ccc2c(c1)c(C(C(=O)O)N1CCN(C(C)=O)CC1)cn2CC(=O)O (stereo not drawn) | -2%
COc1ccc(NC(=O)NCc2cccn2Cc2cccc(F)c2)cc1OC | -13%
O=[S+]1([O-])NC2(CCN(Cc3cccs3)CC2)COc2ccccc21 | ?
COc1cc(N2C(=O)C=CC2=O)c(OC)cc1Cl | ?
COc1cccc(CC(=O)N[C@@H]2C[C@H](Cn3cc(C4CC4)nn3)[C@@H](O)[C@H]2O)c1 | -18%[86.2 µM]
Cc1cc(C)c(/C=C/c2onc(C)c2S(=O)(=O)N2CCC(C(=O)NCC(C)c3ccccc3)CC2)c(C)c1 (stereo not drawn) | -12%
CCN(CC)C(=O)Oc1ccc2c(=O)c(-c3ccccc3)coc2c1 | 8%
CN1CC2(CCN(C3CCN(Cc4ccccc4)CC3)CC2)CC1C(=O)N1CCOCC1 (stereo not drawn) | ?
N#Cc1ccc(/C=C2/CCOc3ccc(Br)cc3C2=O)cc1 | 6%
COc1ccc(CNC(=O)N2CCC(c3noc(-c4ccccc4)n3)C2)cc1 (stereo not drawn) | -17%
COc1ccc(N(CC(=O)N/N=C/c2cccc(OC)c2OC)S(=O)(=O)c2ccccc2)cc1 | ?
Cc1nc2cc(NC(=O)COc3ccccc3F)ccc2o1 | 17%
O=Cc1ccccc1OCc1ccccc1 | -20%
Cc1ccc(C(=O)NC2CCN(c3cc(-c4cccs4)[nH]n3)CC2)c(C)c1 | ?
CN(C)S(=O)(=O)c1ccc(=O)n(Cc2ncc(-c3ccc(Cl)cc3)o2)c1 | 1%
c1cc2c(cc1-c1noc(-c3nc(-c4ccc5c(c4)OCO5)no3)n1)OCO2 | 0%
Cc1ccccc1NC(=O)CN(Cc1ccc2c(c1)OCO2)C1CCCC1 | 0%
Cc1ccc(CC(=O)Nc2c(C(=O)N3CCN(c4ccccc4)CC3)oc3ccccc23)cc1 | ?
Cc1ccc(-c2cc(C(=O)O)n(C)c2)cc1 | -17%
CN(C)[C@@H]1CO[C@H](CNS(C)(=O)=O)[C@H]1O | 54%[115 µM]
O=C(Nc1ccc(-n2cccn2)c(F)c1)C1CCCN(C(=O)c2cccs2)C1 (stereo not drawn) | -1%
Cc1nc(CC2CCN(C(=O)C3CCCC3)CC2)n[nH]1 | 19%
O=[N+]([O-])c1ccc2nc(Cl)ccc2c1 | 6%
COCCN1C(=O)[C@H]2CN(Cc3ccc(OC)cc3OC)C[C@H]2C1=O | 1%

# A different layout for 4 compounds above:
> c1cc2c(cc1-c1noc(-c3nc(-c4ccc5c(c4)OCO5)no3)n1)OCO2
  KDM5B inh: 0%
> Cc1ccccc1NC(=O)CN(Cc1ccc2c(c1)OCO2)C1CCCC1
  KDM5B inh: 0%
> Cc1ccc(CC(=O)Nc2c(C(=O)N3CCN(c4ccccc4)CC3)oc3ccccc23)cc1
  KDM5B inh: ?
> Cc1ccc(-c2cc(C(=O)O)n(C)c2)cc1
  KDM5B inh: -17%

# Additional entries
mol | KDM5B inh
Cc1ccc(CN2c3ccccc3S(=O)(=O)c3ccccc32)cc1 | ?
O=c1cc(-c2ccccc2)nc(SCc2nc(-c3cccc(C(F)(F)F)c3)no2)[nH]1 | -5%
CC(C(N)=O)N(C)Cc1ccc(C(=O)NCC(F)(F)F)cc1 (stereo not drawn) | 23%
CN(C)C[C@@H]1CN(Cc2ccncc2)C[C@H]1NC(=O)NCc1ccccc1 | ?
Cc1ccc(Cc2nn3c(SCC(=O)Nc4ccccc4C(F)(F)F)nnc3[nH]c2=O)cc1 | 1%
O=C(NCc1ccco1)C(c1ccncc1)N(C(=O)Cn1nnc2ccccc21)c1ccccc1F (stereo not drawn) | -10%
COc1ccc(CCNS(=O)(=O)c2c(C)nc3sc(C)cn3c2=O)cc1OC | ?
O=C(CN1C(=O)NC2(CCCCC2)C1=O)NCCc1cccs1 | -12%
COc1ccccc1NC(=O)Nc1ccc(-c2nnc3n2CCCC3)cc1 | 3%
Cc1ccc(NC(=O)Cc2nnc(SCC(=O)c3ccc(C#N)cc3)n2C)cc1C | -2%
O=S(=O)(NCCc1csc2nc(-c3ccc(F)cc3)nn12)c1ccc2c(c1)OCCO2 | -36%
COC(=O)c1ccc2c(c1)N(CC(=O)Nc1cccc(C(F)(F)F)c1)C(=O)c1ccccc1S2 | -15%
Cc1ccc(C)c(-c2csc(-c3cc4ccc(O)cc4oc3=O)n2)c1 | i
Cc1cc(OCC(=O)NCCCO)c2c(C)c(C)c(=O)oc2c1 | ?
Cn1cc(CN2CCOC[C@H](Oc3cnccn3)C2)cn1 | -15%[115 µM]
COc1ccc(S(=O)(=O)NCC(=O)N(CC2CCCO2)C(C(=O)NC2CCCC2)C(C)C)cc1 (stereo not drawn) | 21%
CC(=O)Oc1c(-c2ccc(NC(=O)C3CC3)cc2)c(-c2ccc3c(c2)OCO3)nn1-c1cccc(C)c1 | 35µM*
